# CF NFkB inh: inhibitors of PAF-induced NF-kB signaling, primary screen, cell-based, GFP fluorescence, uHTS | KKLEB NF-kB-GFP reporter, GFP fluorescence overnight | 0.86% of 360,000 active | inhibition, % at 5 µM;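 active = at least 50% inhibition at 5 µM, scaled per plate between neutral and stimulator controls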;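 also: PAF is a Pseudomonas aeruginosa culture filtrate used as stimulus; plate controls were PAF-stimulated DMSO wells for no effect and unstimulated DMSO wells for full effect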
# NR2E3 ag-1: inhibitors of NR2E3-RetCOR corepressor binding, primary screen, NR2E3 agonist project, biochemical, TR-FRET, GST-NR2E3, biotin-RetCOR; Photoreceptor-specific nuclear receptor (Homo sapiens), Q9Y5X4; 1536-well; inhibition of corepressor binding, % at 4.78 µM; 0.12% of 320,000 active; AID 2300, 2010;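 active = percent inhibition above the cutoff of mean plus 3 SD of all tested compounds, set per screening campaign, cut at about 20% in these data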;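 also: 0% = DMSO wells and 100% = biotin wells as full block of FRET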
# Target sequence (Q9Y5X4 whole entry, looked up): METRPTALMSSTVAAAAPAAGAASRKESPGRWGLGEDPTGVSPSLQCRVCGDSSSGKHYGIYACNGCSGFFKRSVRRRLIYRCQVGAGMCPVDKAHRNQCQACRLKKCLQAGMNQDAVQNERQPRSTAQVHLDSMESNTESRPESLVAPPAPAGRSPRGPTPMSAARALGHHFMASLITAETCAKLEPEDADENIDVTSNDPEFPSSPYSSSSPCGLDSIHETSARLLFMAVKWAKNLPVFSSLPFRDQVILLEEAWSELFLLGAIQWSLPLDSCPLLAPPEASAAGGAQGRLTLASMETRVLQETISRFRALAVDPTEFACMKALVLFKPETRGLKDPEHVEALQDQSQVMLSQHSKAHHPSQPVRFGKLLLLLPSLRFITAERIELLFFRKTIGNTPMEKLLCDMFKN
#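 Material: NR2E3–RetCOR corepressor complex / Amount: 1.35 nM GST-NR2E3 / Medium: Tris pH 7.5 / Compound: single nominal compound dose of 4.8 µM / Incubation: 5 h at 4 °C / Technique: TR-FRET, Eu(K)-anti-GST donor, streptavidin-D2 acceptor, ex 340, em 617/671 nm / Read-out basis: percent loss of FRET ratio relative to control wells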
# KKLEB cytotox: cytotoxicity in KKLEB CF airway cells, primary screen, cytotoxicity control for CF NF-kB inhibitor project, cell-based, uHTS, fluorescence assay plates; 0.36% of 360,000 active; activity change (cytotoxicity), % at 5 µM; KKLEB CF airway cells viability, ATPlite luminescence, overnight; active compounds read low; cells stimulated with P. aeruginosa culture filtrate; AID 602141, 2011;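 active = corrected activity change at or below -50% at 5 µM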
# HIF-2a block: HIF-2a reporter inhibitors, primary screen, luminescence, 786-0 RCC cells; 786-0 RCC cells HIF-2a reporter, luciferase luminescence, overnight; inhibition, % at 18.8 µM; 0.72% of 360,000 active;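 active = inhibition of the luminescence signal of 40% or more relative to plate controls, in a single-dose primary screen at 18.75 µM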
# MITF TRPM1 inh: inhibitors of MITF-dependent TRPM1 promoter reporter, primary screen, cell-based, SK-MEL-5, single point, luciferase. SK-MEL-5 TRPM1 promoter luciferase, 24 h. inhibition, % at 12.5 µM. 0.83% of 330,000 active. AID 488899, 2010;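 active = mean inhibition across replicates of 60% or more, whatever share of single replicates reaches that level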; also: values of inactives mirror those of a sister screen read the other way
# NR2E3 ag-2: NR2E3 agonists in two-hybrid cells, primary screen, cell-based, luminescence, CHO-S, Gal4-NCOR/VP16-NR2E3; luciferase; inhibition of corepressor binding, % at 3.98 µM; 0.35% of 360,000 active; AID 602229, 2012;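 active = inhibition above the mean of all tested compounds plus 3 SD, cut at about 70% in these data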;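 also: 0% = DMSO with NR2E3 transfected cells and 100% = cells lacking NR2E3 construct; higher means lower luciferase signal from less NR2E3 corepressor binding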
# Shn3 inh set2: reduction of Shn3 3'UTR firefly luciferase signal, primary screen, Schnurri-3 inhibitor project, cell-based, Clone20 osteoblasts, set 2. Clone20 osteoblast Shn3 3'UTR firefly luciferase, 24 h. AID 588674, 2011. 0.52% of 360,000 active. inhibition, % at 12.5 µM;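 active = mean inhibition of at least 75% with every replicate also reaching 75%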;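 also: 0% = median of neutral control wells and 100% = pilot-screen positive control compound; some compounds past the cut are filed as inactive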
# Peg3 prom inh: Peg3 promoter-driven luciferase inhibitors, primary screen, cell-based, HeLa, luciferase luminescence; 1.7% of 360,000 active; HeLa PEG-Prom luciferase reporter, overnight; inhibition, % at 20 µM;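 active = inhibition of at least 50% at 20 µM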
# TRAIL sens C8: viability loss with TRAIL in NB7+C8 cells, primary screen, TRAIL sensitizer project, cell-based, ATPlite luminescence. inhibition (viability loss, TRAIL sensitization), % at 10 µM. 1% of 360,000 active;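 active = compounds causing at least 50% loss of cell viability in the single-dose screen, relative to plate controls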
# TWEAK Fn14 block: inhibitors of TWEAK-Fn14 signaling, primary screen, luciferase reporter cells, uHTS | TWEAK-stimulated Fn14 reporter cells, luciferase luminescence, 8 h | inhibition, % at 10 µM | 2% of 360,000 active | AID 1159606, 2016; in the data active = inhibition above about 50%
# TROY signal inh: inhibitors of TROY-driven NF-kB signaling, primary screen, Q293 LMP1-TROYcd cells, NF-kB luciferase, uHTS. Q293 LMP1-TROYcd NF-kB luciferase reporter, 4 h. inhibition, % at 10 µM. 0.98% of 360,000 active. AID 1347056, 2019;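 active = compounds whose plate-normalised and pattern-corrected inhibition of the luciferase reporter signal at the single screening dose is 50% or more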
# * hit, by the source's call; x = not tested or not shown. These rows are one share of the data; the hit share may differ from the screen's.
no. | Molecule | MITF TRPM1 inh | CF NFkB inh | Peg3 prom inh | NR2E3 ag-2 | NR2E3 ag-1 | TROY signal inh
1 | O=c1cc[nH]c2cc(Cl)ccc12 | -2 | 12 | 3 | -9 | 2 | -4
2 | Cc1cc(C)cc(C(=O)N(CCc2ccccc2)C2CC3CCC(C2)N3C)c1 (stereo not given) | 3 | 10 | 0 | -14 | 1 | 7
3 | CCOC(=O)COc1cccc(C2NC(=O)c3ccccc3O2)c1 (stereo not given) | -4 | 10 | 1 | 12 | 1 | 5
4 | COc1ccc(C2/C(=C(/O)c3ccccc3)C(=O)C(=O)N2c2ncccn2)cc1OC (stereo not given) | -7 | -12 | 12 | 3 | 1 | -3
5 | O=C(Nc1ccc(SC(F)F)cc1)C12CCC(CC1)C2 | -37 | -7 | -184 | -30 | 2 | -28
6 | CC1(C)CC2CC(C)(CN2C(=O)CCCN2C(=O)c3ccccc3C2=O)C1 (stereo not given) | 8 | -4 | 10 | 4 | -3 | -16
7 | COc1ccc(C(Nc2ccccn2)c2oc(CO)cc(=O)c2O)cc1 (stereo not given) | -13 | -1 | -3 | 0 | -3 | 2
8 | CCc1nc2ccc(C(=O)N(CC)CCN(C)C)cn2c1N(C=O)CCC(C)C | x | 18 | -3 | 3 | x | -13
9 | Cc1ccc(C(=O)NCc2ccncc2)cc1S(=O)(=O)Nc1cccc(C)c1C | 16 | -52 | 23 | -20 | 1 | 8
10 | CCN(CCCNC(=O)CSc1cc(=O)n(C)c2cc(Cl)ccc12)Cc1ccccc1 | 0 | -5 | -7 | -31 | 2 | 1
11 | O=C(Nc1ccn(-c2ccccc2)n1)c1ccc(Cl)cc1 | -59 | -12 | -224 | -27 | 0 | -35
12 | O=C(O)/C=C\C(=O)N1CCc2ccccc21 | 4 | 4 | -23 | 9 | -4 | 2
13 | CC(OC(=O)c1n[nH]c2ccccc12)C(=O)Nc1ccccc1[N+](=O)[O-] (stereo not given) | 13 | 11 | -40 | -25 | 2 | 6
14 | NS(=O)(=O)c1ccc(CCNC(=O)/C=C/c2ccc([N+](=O)[O-])cc2)cc1 | -9 | -24 | 13 | 28 | 3 | -15
15 | N#CC1=C(N)OC2=C(C(=O)CCC2)C1C1C=CCCC1 (stereo not given) | -1 | 0 | 3 | 5 | 2 | 5

no. | TRAIL sens C8 | KKLEB cytotox | HIF-2a block | TWEAK Fn14 block | Shn3 inh set2
1 | -14 | -13 | 7 | 12 | -5
2 | -9 | -7 | 2 | 11 | -19
3 | 27 | 5 | 24 | 5 | -7
4 | -4 | 14 | 18 | 5 | -18
5 | 20 | -2 | -182 | -22 | -7
6 | 8 | -6 | 22 | -19 | -34
7 | -7 | -3 | -12 | 9 | -29
8 | -4 | -2 | 8 | 17 | -3
9 | 6 | 8 | 20 | -1 | 6
10 | 5 | -23 | 0 | 1 | 8
11 | 4 | -2 | -251 | 5 | 22
12 | 2 | 0 | 4 | 21 | -15
13 | 12 | -19 | -83 | -82 | -29
14 | -3 | 21 | 13 | 4 | 2
15 | -2 | -5 | 22 | 10 | -3

# The list goes on.
no. | Molecule | MITF TRPM1 inh | CF NFkB inh | Peg3 prom inh | NR2E3 ag-2 | NR2E3 ag-1 | TROY signal inh
16 | S=C(NCCCN1CCOCC1)Nc1ccc(Cl)cc1Cl | 7 | -5 | 9 | -17 | -1 | -9
17 | Cc1cc(C)cc(OCc2nnc(SCC(=O)Nc3ccccc3)o2)c1 | 10 | 1 | 4 | -12 | 4 | -5
18 | CCCCC(=O)c1ccc(O)cc1O | -15 | -3 | -14 | -16 | 0 | -25
19 | CN=C1CC(SC)=C1c1ccc(C)cc1 | 6 | -14 | -18 | -21 | 0 | -43
20 | COc1ccc(N2C(=O)C3C4C=CC(C5CC45)C3C2=O)c([N+](=O)[O-])c1 (stereo not given) | -3 | -4 | -127 | -50 | 1 | -76
21 | CCc1cc2c(=O)c(-c3cnn(-c4ccccc4)c3)coc2c(CN2CCOCC2)c1O | -32 | -25 | -30 | -12 | -4 | -18
22 | Cc1nc(NCCc2ccc(S(N)(=O)=O)cc2)c2c(C)c(C)sc2n1 | 16 | -2 | 10 | 66 | -3 | 18
23 | O=C(N/N=C/c1ccc(N2CCOCC2)cc1)C1CC1 | -7 | 2 | -10 | 1 | 0 | -31
24 | Cc1ccccc1C(=O)NC1CCN(Cc2nnnn2Cc2ccc(F)cc2)CC1 | 1 | 0 | 17 | 24 | 0 | 1
25 | CC1(C)CC(=O)C=C(Nc2cc(-c3ccccc3)[nH]n2)C1 | -22 | 26 | -60 | -11 | -2 | -38
26 | Cc1nc(-c2cccc(S(=O)(=O)N3CCCC(C)C3)c2)cs1 (stereo not given) | -3 | 2 | 32 | -20 | 2 | 7
27 | CCC(Cc1ccccc1)NS(=O)(=O)c1c(C)nc2sccn2c1=O (stereo not given) | x | 4 | 8 | -12 | 2 | 2
28 | O=C1CC(c2ccco2)CC(O)=C1C=NCCN1CCN(C(=S)Nc2ccccc2)CC1 (stereo not given) | 2 | 3 | 14 | -38 | 0 | -19
29 | O=C(CC1Sc2ccccc2NC1=O)Nc1cccc(C(=O)O)c1 (stereo not given) | x | 1 | -290 | -11 | 11 | -16
30 | COc1cccc(-c2onc3ccc(C4(C)OCCO4)cc23)c1 | -16 | 8 | -42 | 10 | 3 | 10

no. | TRAIL sens C8 | KKLEB cytotox | HIF-2a block | TWEAK Fn14 block | Shn3 inh set2
16 | -2 | -10 | 5 | 6 | 6
17 | -13 | 0 | 9 | 14 | -9
18 | -11 | 8 | -15 | -4 | -4
19 | -2 | 12 | -34 | 5 | 15
20 | -8 | -2 | -79 | -48 | 7
21 | 4 | 7 | -71 | 20 | -12
22 | 36 | -1 | 16 | 26 | 79
23 | 0 | -12 | -15 | -6 | -7
24 | -41 | -6 | 10 | -12 | -5
25 | 11 | -19 | -122 | -8 | -39
26 | -2 | 1 | 12 | 1 | -11
27 | -14 | -4 | 9 | 3 | -1
28 | 1 | 3 | 12 | 7 | 18
29 | -6 | -1 | 8 | 2 | -22
30 | -6 | 2 | -106 | 10 | 45

# Going on with the list:
no. | Molecule | MITF TRPM1 inh | CF NFkB inh | Peg3 prom inh | NR2E3 ag-2 | NR2E3 ag-1 | TROY signal inh
31 | COc1ccc(Cn2cc(CN3CC(N4CCCCC4)CS3(=O)=O)nn2)cc1 (stereo not given) | x | x | x | -8 | x | -1
32 | Cc1ccc(NC(=O)Cn2nc(C)c(S(=O)(=O)N(C)C)c2C)cc1 | 7 | -5 | 11 | 3 | 2 | 24
33 | CCC(=O)c1ccc(OCC(=O)N2CCN(c3ncccn3)CC2)cc1 | 7 | -8 | -20 | 1 | -2 | 2
34 | CC(C#N)(NC(=O)COC(=O)c1ccccc1NCCO)C1CC1 (stereo not given) | 4 | -1 | 9 | -19 | 1 | 0
35 | CCOC(=O)c1ccc(NC(=O)CN(Cc2ccc(Cl)cc2)S(C)(=O)=O)cc1 | 9 | 0 | 26 | 6 | -4 | -8
36 | Cc1[nH]c2ccccc2c1C(=O)/C=C/c1ccccc1Cl | -13 | -30 | -266 | -81 | 2 | -31
37 | N/C(=N\c1nc2c(c(=O)[nH]1)CCCC2)Nc1ccccc1 | 6 | -12 | -17 | -15 | -4 | 1
38 | CC1=C(C(=O)NC(C)c2ccccc2)C2(CCC(C)CC2)OC1=O (stereo not given) | -5 | -8 | 17 | 4 | 1 | -19
39 | O=C(Cc1cc(=O)[nH]c(=O)[nH]1)N1CCC(Cc2ccccc2)CC1 | x | 2 | 15 | 6 | 5 | 2
40 | O=C(NCc1ccccc1)c1nc(-c2cccs2)no1 | -21 | 1 | -82 | -40 | 1 | -50
41 | O=C(CSC1=Nc2ccccc2C2=NC(CC(=O)N3CCN(c4ccccc4)CC3)C(=O)N12)NCC1CCCO1 (stereo not given) | -5 | -11 | 8 | -39 | 1 | -3
42 | CCn1c(SCC(=O)NC2CC2)nnc1-c1ccccc1OC | 9 | 0 | 5 | 7 | 4 | -9

no. | TRAIL sens C8 | KKLEB cytotox | HIF-2a block | TWEAK Fn14 block | Shn3 inh set2
31 | 26 | x | -1 | 0 | x
32 | -7 | 2 | 23 | -2 | x
33 | -8 | -2 | 2 | -3 | -23
34 | -14 | 3 | -8 | 23 | -4
35 | 2 | 21 | -5 | 26 | 18
36 | 15 | 2 | -237 | 26 | -80
37 | 15 | 2 | -23 | -1 | 2
38 | -20 | 1 | 20 | -1 | 1
39 | 1 | 16 | 12 | -21 | 8
40 | 4 | -4 | -118 | -9 | 10
41 | 2 | -18 | -5 | 13 | -3
42 | 4 | -3 | 11 | 3 | 8

# From PubChem BioAssay
